Growth percent in the NCI-60 one-dose screen (48 h, 10 µM unless noted): 100 = growth as untreated, 0 = no growth, -100 = all killed.
CAKI-1: CAKI-1 renal cancer; AID 1794772; 75,000 tested, 4.7% active
RXF 393: RXF 393 renal cancer cells. 77,000 tested, 6.9% active
UO-31: UO-31 renal cancer; 81,000 tested, 5.2% active
ACHN: ACHN renal cancer; 81,000 tested, 4.9% active; AID 1794771
TK-10: TK-10 renal cancer cells; AID 1794769; 81,000 tested, 3.9% active
786-0: 786-0 renal cancer cells; 81,000 tested, 5.1% active; AID 1794775
NCI-H322M: NCI-H322M lung cancer | 80,000 tested, 2.7% active | AID 1794733
NCI-H522: NCI-H522 lung cancer; 78,000 tested, 8% active
NCI-H460: NCI-H460 lung cancer; 82,000 tested, 6.8% active; AID 1794736
* marks the source's active call; other numbers are inactive results; / = no result given; & = joins results of further samples; ! = not active in a repeat; [ ] = another dose, or the depositor's remark. Rule for the calls: active = growth percent below 10; inactive = the rest.

1: CC12O[C@H](C[C@@H](O)[C@H]1O)n1c3ccccc3c3c4c(c5c6ccccc6n2c5c31)C(=O)N(CCCN)C4=O
2: COc1ccc(C/C(C)=C(\c2ccc(Cl)cc2)c2ccc(OCCN3CCCC3)cc2)cc1
3: N#Cc1c(-c2ccc(O)cc2)c2c(N)nn(-c3ccccc3)c2[nH]c1=O
4: COc1ccc(NC(=O)c2ccc(C(F)(F)F)nc2Nc2ccc(Cl)cc2C)cc1Cl
5: CC/C(Cc1ccccc1)=C(\c1ccc(OCCN2CCCCC2)cc1)c1ccc(OC(C)=O)cc1
6: O=C(CN1C(=O)NC2NC(=O)NC21)N/N=C/c1ccc([N+](=O)[O-])cc1 (stereo not drawn)

compound no.	1	2	3	4	5	6
CAKI-1	/	83	97	20	100	86
RXF 393	26	64	113	42	85	103
UO-31	58	66	72	9.9*	87	83
ACHN	79	95	100	14	98	103
TK-10	39	88	137	60	83	96
786-0	54	84	107	17	85	101
NCI-H322M	56	92	103	46	95	100
NCI-H522	-2.3*	90	91	19	85	81
NCI-H460	10	82	110	7.6*	100	104

7: Cc1nc(-c2ccccc2)cc2c1C(=O)N(CC(=O)N1CCOCC1)C2=O
8: O=C(Cn1nc(-c2cccc3ccccc23)ccc1=O)NCc1cccc(Cl)c1
9: COC(=O)[C@H]1CCCN1C[C@@H](O)CN1C(=O)/C(=C\c2cc(OC)c(OC)c(OC)c2)c2ccccc21
10: O=C1C(c2cccc3ccccc23)=C(c2c[nH]c3ccccc23)C(=O)N1CCO
11: CCc1c(C)c2cc3nc(NCc4ccccc4)oc3c(C)c2oc1=O
12: Cc1ccc(S(=O)(=O)N2CCN(c3nc(-c4ccccc4)nc4nc(-c5ccccc5)oc34)CC2)cc1

compound no.	7	8	9	10	11	12
CAKI-1	97	40[50 µM]	93	86	/	91
RXF 393	120	38[50 µM]	114	95	54	111
UO-31	89	15[50 µM]	82	76	80	81
ACHN	111	29[50 µM]	105	97	/	96
TK-10	99	41[50 µM]	102	114	78	106
786-0	101	38[50 µM]	101	100	44	108
NCI-H322M	104	70[50 µM]	106	97	70	104
NCI-H522	97	17[50 µM]	98	80	46	88
NCI-H460	108	32[50 µM]	95	108	60	102

13: Cn1c(SCC(=O)NNc2ncnc3ccccc23)nc(-c2ccc(O)cc2)c(C#N)c1=O
14: CC1=N/C(=C\c2ccc(Br)cc2)C(=O)O1
15: Cc1ccsc1[C@H]1c2[nH]c3ccccc3c2C[C@H]2C(=O)N(CCCCCCC(=O)NO)CC(=O)N12
16: CC1=N/C(=C\c2ccc(Cl)cc2)C(=O)N1CCc1ccc(S(=O)(=O)NC(=S)NCc2ccccc2)cc1
17: O=C1C(=O)c2ccccc2C(O)=C1CCCc1ccc(OCc2ccccc2)cc1
18: COC1OC(O)C(NC(=O)C(F)(F)F)CC1O (stereo not drawn)

compound no.	13	14	15	16	17	18
CAKI-1	89	94	91	102	119	88
RXF 393	122	95	86	104	93	110
UO-31	77	93	76	92	84	103
ACHN	104	106	93	110	106	101
TK-10	149	98	84	118	110	92
786-0	105	106	99	101	143	106
NCI-H322M	99	105	81	98	103	125
NCI-H522	99	101	59	92	89	96
NCI-H460	106	105	78	113	106	106

19: COc1ccc(/C(C)=C(\c2ccc(Cl)cc2)c2ccc(OCCN)cc2)cc1
20: O=C1OC(Oc2ccc(Br)cc2)(c2ccccc2)c2ccccc21 (stereo not drawn)
21: Nc1ncc(-c2ccc(NS(=O)(=O)c3ccc(Cl)c(Cl)c3)cc2)[nH]1
22: CC(C)(C)c1ccc(C(=O)Nc2sc3c(c2C#N)CCC(=O)C3)cc1
23: O=C(Nc1ccc(C(=O)O)cc1)Nc1nc2ccccc2s1
24: COc1ccc2[nH]c(=O)c(O)c(-c3cc(OC)c(OC)c(OC)c3)c2c1

compound no.	19	20	21	22	23	24
CAKI-1	67	0.6*!	72	-74*	83	/
RXF 393	68	82&83	95	-30*	104	108
UO-31	61	89&72	76	-99*	72	80
ACHN	85	80&84	96	-84*	100	102
TK-10	119	86&89	80	24	193	115
786-0	82	73&101	94	18	100	94
NCI-H322M	79	127&99	97	87	98	93
NCI-H522	102	69	93	-23*	93	97
NCI-H460	61	88&91	94	1.6*	99	107

Part of the list above, with bars between the fields.
entry | SMILES | CAKI-1 | RXF 393 | UO-31 | ACHN | TK-10 | 786-0 | NCI-H322M | NCI-H522 | NCI-H460
22 | CC(C)(C)c1ccc(C(=O)Nc2sc3c(c2C#N)CCC(=O)C3)cc1 | -74* | -30* | -99* | -84* | 24 | 18 | 87 | -23* | 1.6*
23 | O=C(Nc1ccc(C(=O)O)cc1)Nc1nc2ccccc2s1 | 83 | 104 | 72 | 100 | 193 | 100 | 98 | 93 | 99

Given with values under each structure: entries from further up.
Every second line gives: CAKI-1, RXF 393, UO-31, ACHN, TK-10, 786-0, NCI-H322M, NCI-H522, NCI-H460
#7 Cc1nc(-c2ccccc2)cc2c1C(=O)N(CC(=O)N1CCOCC1)C2=O
  97, 120, 89, 111, 99, 101, 104, 97, 108
#8 O=C(Cn1nc(-c2cccc3ccccc23)ccc1=O)NCc1cccc(Cl)c1
  40[50 µM], 38[50 µM], 15[50 µM], 29[50 µM], 41[50 µM], 38[50 µM], 70[50 µM], 17[50 µM], 32[50 µM]
#9 COC(=O)[C@H]1CCCN1C[C@@H](O)CN1C(=O)/C(=C\c2cc(OC)c(OC)c(OC)c2)c2ccccc21
  93, 114, 82, 105, 102, 101, 106, 98, 95
#10 O=C1C(c2cccc3ccccc23)=C(c2c[nH]c3ccccc23)C(=O)N1CCO
  86, 95, 76, 97, 114, 100, 97, 80, 108
#11 CCc1c(C)c2cc3nc(NCc4ccccc4)oc3c(C)c2oc1=O
  /, 54, 80, /, 78, 44, 70, 46, 60
#12 Cc1ccc(S(=O)(=O)N2CCN(c3nc(-c4ccccc4)nc4nc(-c5ccccc5)oc34)CC2)cc1
  91, 111, 81, 96, 106, 108, 104, 88, 102
#13 Cn1c(SCC(=O)NNc2ncnc3ccccc23)nc(-c2ccc(O)cc2)c(C#N)c1=O
  89, 122, 77, 104, 149, 105, 99, 99, 106
#14 CC1=N/C(=C\c2ccc(Br)cc2)C(=O)O1
  94, 95, 93, 106, 98, 106, 105, 101, 105
#15 Cc1ccsc1[C@H]1c2[nH]c3ccccc3c2C[C@H]2C(=O)N(CCCCCCC(=O)NO)CC(=O)N12
  91, 86, 76, 93, 84, 99, 81, 59, 78
#16 CC1=N/C(=C\c2ccc(Cl)cc2)C(=O)N1CCc1ccc(S(=O)(=O)NC(=S)NCc2ccccc2)cc1
  102, 104, 92, 110, 118, 101, 98, 92, 113
#17 O=C1C(=O)c2ccccc2C(O)=C1CCCc1ccc(OCc2ccccc2)cc1
  119, 93, 84, 106, 110, 143, 103, 89, 106
#18 COC1OC(O)C(NC(=O)C(F)(F)F)CC1O (stereo not drawn)
  88, 110, 103, 101, 92, 106, 125, 96, 106

(listing goes on)
25: O=C(C1CC2CCC13CCCCC23)C1CC2CCC13CCCCC23 (stereo not drawn)
26: Fc1ccc(/C=C(/C2=NCCN2)n2cnc3ccccc32)cc1
27: COc1cccc2c1OC1(CCN(C)CC1)N1N=C(c3ccco3)CC21 (stereo not drawn)
28: Cc1nc2c3c(ncn2n1)Oc1c(c(=O)[nH]c2ccc(Br)cc12)C3c1ccc(Cl)cc1 (stereo not drawn)
29: COc1ccc(/C=N/Nc2nc(-c3no[n+]([O-])c3C)cs2)cc1
30: Nc1nc(N)c(N=Nc2ccc(S(=O)(=O)Nc3nccs3)cc2)cc1N=Nc1ccccc1

compound no.	25	26	27	28	29	30
CAKI-1	91	83	83	91	92	103
RXF 393	107	97	109	110	116	104
UO-31	89	88	74	78	87	60
ACHN	102	97	102	101	103	106
TK-10	84	88	121	113	101	109
786-0	99	94	102	/	97	80
NCI-H322M	97	96	102	100	96	84
NCI-H522	90	95	95	94	81	105
NCI-H460	105	108	102	101	98	103

31: COc1ccc2oc(=O)c(-c3nn(-c4ccccc4)cc3-c3nn[nH]n3)cc2c1
32: CCOC(=O)c1ccc(NC(=S)P(=O)(c2ccccc2)c2ccccc2)cc1
33: CN(C)c1nc(N)nc2c1ncn2C1OC(CO)CC1O (stereo not drawn)
34: Cc1ccc(NC(=O)c2ccc(Cl)cc2Cl)cc1C
35: CO[C@@H]1[C@@H](O[C@@H]2O[C@H](C)[C@@H](O[C@H]3C[C@@](C)(O)[C@H](O)[C@H](C)O3)[C@H](N(C)C)[C@H]2O)[C@@H](CC=O)C[C@@H](C)[C@@H](O[C@H]2CC[C@H](N(C)C)[C@@H](C)O2)/C=C/C=C/C[C@H](C)OC(=O)C[C@H]1O
36: C=Cc1ccc(-n2nc(C(=O)N3CCCCC3)c3c2CCC(NCCc2ccccc2)C3)cc1 (stereo not drawn)

compound no.	31	32	33	34	35	36
CAKI-1	90	86	77	103	89	84
RXF 393	116	120	90	119	112	91
UO-31	78	93	91	90	77	71
ACHN	98	102	94	109	96	95
TK-10	109	123	86	111	113	99
786-0	106	101	124	96	100	78
NCI-H322M	92	95	86	111	105	97
NCI-H522	88	113	87	104	116	101
NCI-H460	105	71	98	114	115	102

37: O=C(/C(=N/OCc1ccccc1)c1ccccc1)c1ccccc1
38: Cc1ccc(C(C)C)c(OC(=O)Nc2ccc(Br)cc2)c1
39: CCCCCCCCCCCCCCCCCCOC(=O)CCSCCC(=O)OCCCCCCCCCCCCCCCCCC
40: CCCCCCCCCC1CCN(C(c2ccc(NC(C)=O)cc2)c2ccc(NC(C)=O)cc2)CC1
41: CN1CCN(c2ccc(Nc3nc(NCCCNS(=O)(=O)c4ccc(C(F)(F)F)cc4)c4sccc4n3)cc2)CC1
42: CCCCCCOc1ccc(C(=O)O)cc1

compound no.	37	38	39	40	41	42
CAKI-1	79	91	90	101	-77*	103
RXF 393	84	104	107	109	-87*	131
UO-31	89	80	83	61	-85*	92
ACHN	103	98	96	101	-74*	105
TK-10	98	91	104	104	-34*	98
786-0	91	87	105	105	-82*	92
NCI-H322M	114	103	111	111	-1.7*	118
NCI-H522	62	77	92	87	-86*	91
NCI-H460	97	93	113	104	-48*	109

43: CCCCCCCCCCCCCCCCSC1CC(=O)N(c2ccc3c(c2)Cc2ccccc2-3)C1=O (stereo not drawn)
44: COc1ccc(Cc2nnc3sc(-c4sc(C)nc4C)nn23)cc1
45: CC(C)CCC[C@@H](C)[C@H]1CC[C@H]2[C@@H](Nc3ccc(O)cc3)CCC[C@]12C
46: N#Cc1cnn(-c2nc3c(Cl)cccc3s2)c1N
47: O=[N+]([O-])c1cc(Cl)ccc1Nc1cccc(F)c1
48: Cc1cc(N=C2C=CC(=O)C=C2)c(C(C)C)cc1O

compound no.	43	44	45	46	47	48
CAKI-1	101	100	38	83	80	92
RXF 393	105	99	71	93	109	113
UO-31	88	78	7.7*	83	68	61
ACHN	104	110	79	67	93	92
TK-10	100	91	83	93	114	79
786-0	117	100	109	89	99	113
NCI-H322M	100	101	105	95	88	82
NCI-H522	81	83	-43*	68	81	85
NCI-H460	105	113	104	73	104	103

Screen by screen, quoted from above.
786-0 for entries 43–48, in order: 117, 100, 109, 89, 99, 113
RXF 393 for entries 43–48, in order: 105, 99, 71, 93, 109, 113

(continued)
49: COc1ccc2occ(/C=c3\sc4nc5ccccc5n4c3=O)c(=O)c2c1
50: O=C(O)/C=C/C(=O)Nc1cc(Cl)c(Cl)cc1Cl
51: Cn1ccc2c1-c1oncc1CCC2
52: O=C(O)c1ccc(-c2ccc(/C=N/NC(=O)c3[nH]c4ccc(Br)cc4c3-c3ccccc3)s2)cc1
53: Cc1nc2sc3c(c2c(C)c1Br)NC(c1ccc(F)cc1)NC3=O (stereo not drawn)
54: O=c1[nH]nc(-c2ccc(Cl)c(Cl)c2)cc1Cc1ccc([N+](=O)[O-])cc1

compound no.	49	50	51	52	53	54
CAKI-1	99	89	96	20	/	74
RXF 393	104	101	108	-24*	89	99
UO-31	89	66	94	25	87	74
ACHN	104	86	103	14	98	102
TK-10	/	136	104	23	151	103
786-0	97	94	110	17	107	96
NCI-H322M	90	78	91	20	99	99
NCI-H522	99	68	109	-1.4*	77	70
NCI-H460	104	105	104	0.2*	88	104

55: Cc1cc(Cl)ccc1OCC(=O)OCCC1=CCC2CC1C2(C)C (stereo not drawn)
56: COc1ccc(N=Nc2c(N)nn3c(N)c(C#N)c(-c4ccc(OC)cc4)nc23)cc1
57: C=C1C(=O)O[C@H]2[C@H]1CC/C(CNC(=O)/C=C/c1ccc(Br)cc1)=C\CC[C@@]1(C)O[C@@H]21
58: CCN(CC)c1ccc(C(=O)c2ccc(N(CC)CC)cc2)cc1
59: CC(C)(C)OC(=O)NCCc1ccc(N)cc1
60: COc1ccc(-c2cs/c(=N\N=C\c3ccc(F)cc3)n2-c2ccccc2)cc1

compound no.	55	56	57	58	59	60
CAKI-1	115	98	-92*	43	98	62
RXF 393	105	121	-89*	-37*	115	93
UO-31	80	92	-98*	60	72	76
ACHN	103	108	-59*	53	105	81
TK-10	99	120	-68*	35	93	102
786-0	108	96	-63*	4.2*	100	101
NCI-H322M	119	94	40	55	103	98
NCI-H522	89	100	-71*	3.7*	84	61
NCI-H460	109	109	4.8*	6.7*	97	95

61: Clc1cnc2ccccc2n1
62: CC(=O)Nc1cc2c(cc1[N+](=O)[O-])-c1ccccc1C2O (stereo not drawn)
63: COc1ccc2c(c1OC)OCC(CN(C)C)C2=O (stereo not drawn)
64: C1CC2C(CCCC23OCCO3)C2(C1)OCCO2 (stereo not drawn)

compound no.	61	62	63	64
CAKI-1	106	/	94	103
RXF 393	124	101	98	109
UO-31	82	96	-72*	88
ACHN	101	110	54	112
TK-10	107	103	91	101
786-0	107	101	93	102
NCI-H322M	115	110	111	113
NCI-H522	79	98	-81*	99
NCI-H460	111	108	122	109

Screening data: PubChem BioAssay, NCI
